GDH-TPI counter: GDH-TPI coupling enzyme inhibitors, primary screen, artefact control for M. tuberculosis FBA inhibitor project, biochemical, absorbance, full deck; GDH-TPI coupled enzyme counterscreen, NADH absorbance; inhibition, % at 4.8 µM; 360,000 compounds, 1.2% hits; AID 588335, 2011; in the data active = inhibition above about 30%;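 also: 0% = DMSO wells and 100% = wells lacking the enzyme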
PfHsp40 yeast: rescue of yeast from PfHsp40 toxicity, primary screen, S. cerevisiae, ATP luminescence. growth rescue, % at 12.5 µM. AID 504582, 2011. S. cerevisiae expressing PfHsp40, growth rescue. 340,000 compounds, 0.68% hits; in the data active = growth rescue above about 28%, passing the limit was not always enough; inconclusive = no clear call, values can overlap the other calls;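 also: yeast W303a lacking pdr1 and pdr3 grown in galactose medium; growth measured after three days at 30 °C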
Mtb BioA inh: M. tuberculosis BioA enzyme inhibitors, primary screen, biochemical, plate reader, single point, HTS; 7,8-diaminopelargonic acid synthase BioA (Mycobacterium tuberculosis); purified M. tuberculosis BioA enzyme; inhibition, % at 9.99 µM; 360,000 compounds, 0.096% hits; AID 602481, 2012; in the data active = inhibition above about 40%; inconclusive = no clear call, values can overlap the other calls
BoNT A protease: BoNT/A light chain protease inhibitors, primary screen, biochemical, flow cytometry, MLPCN library | multiplex microsphere protease substrate cleavage | 360,000 compounds, 0.17% hits | inhibition, % at 10 µM | Botulinum neurotoxin type A light chain protease (Clostridium botulinum A str. ATCC 3502); also: plate controls were buffer without enzyme for full effect and enzyme alone for no effect
Mtb UGM inh: M. tuberculosis UGM enzyme inhibitors, primary screen, biochemical, fluorescence polarization, single point; 320,000 compounds, 0.06% hits; inhibition, % at 10 µM; purified UGM, fluorescence polarization probe displacement; UDP-galactopyranose mutase (Mycobacterium tuberculosis (strain ATCC 25618 / H37Rv)), …; in the data active = inhibition above about 10%, passing the limit was not always enough; inconclusive = no clear call, values can overlap the other calls
Target sequence (P9WIQ1 whole entry, looked up): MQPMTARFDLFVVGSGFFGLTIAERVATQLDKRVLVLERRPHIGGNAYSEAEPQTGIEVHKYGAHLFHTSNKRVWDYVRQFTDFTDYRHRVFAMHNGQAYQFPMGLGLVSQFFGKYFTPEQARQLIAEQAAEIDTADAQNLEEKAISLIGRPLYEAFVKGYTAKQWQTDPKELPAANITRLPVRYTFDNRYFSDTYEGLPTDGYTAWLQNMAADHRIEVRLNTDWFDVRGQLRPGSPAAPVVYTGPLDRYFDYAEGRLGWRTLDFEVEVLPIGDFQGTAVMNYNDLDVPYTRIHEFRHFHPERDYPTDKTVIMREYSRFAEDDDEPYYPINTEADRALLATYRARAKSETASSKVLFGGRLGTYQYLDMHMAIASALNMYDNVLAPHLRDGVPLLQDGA
Mtb FBA inh: Mtb FBA enzyme inhibitors, primary screen, biochemical, fluorescence, strain H37Rv; purified M. tuberculosis FBA, fluorescence read-out; AID 588726, 2011; Fructose-bisphosphate aldolase (Mycobacterium tuberculosis (strain ATCC 25618 / H37Rv)), …; 360,000 compounds, 2.3% hits; inhibition, % at 1 µM; in the data active = inhibition above about 27%;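 also: 0% = vehicle and 100% = reference inhibitor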
Target sequence (P9WQA3 whole entry, looked up): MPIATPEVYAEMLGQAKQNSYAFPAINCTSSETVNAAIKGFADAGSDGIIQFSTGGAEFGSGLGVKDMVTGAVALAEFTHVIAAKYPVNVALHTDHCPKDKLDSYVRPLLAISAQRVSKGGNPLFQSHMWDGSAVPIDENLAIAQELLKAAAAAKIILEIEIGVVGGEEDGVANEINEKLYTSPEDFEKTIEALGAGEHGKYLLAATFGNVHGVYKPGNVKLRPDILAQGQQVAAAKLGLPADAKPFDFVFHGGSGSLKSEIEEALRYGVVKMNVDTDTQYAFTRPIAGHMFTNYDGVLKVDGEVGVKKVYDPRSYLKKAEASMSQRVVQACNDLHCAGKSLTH
Anthrax LF prot: Bacillus anthracis LF protease inhibitors, primary screen, biochemical, multiplex microsphere, MLPCN library; Lethal factor (Bacillus anthracis), P15917; inhibition, % at 10 µM; multiplex microsphere protease cleavage assay; AID 588501, 2011; 360,000 compounds, 0.12% hits; also: plate controls were buffer without enzyme for full effect and enzyme alone for no effect
FadD28 binding: inhibitors of FadD28 bisubstrate probe binding, primary screen, biochemical, fluorescence polarization, single point; AID 588549, 2011; 360,000 compounds, 0.22% hits; Mycobacterium tuberculosis FadD28 fatty-acid-AMP ligase; inhibition, % at 12.5 µM; in the data active = inhibition above about 8.5%, passing the limit was not always enough; inconclusive = no clear call, values can overlap the other calls
BoNT-F LC inh: BoNT/F light chain protease inhibitors, primary screen, biochemical, flow cytometry, MLPCN library | AID 588497, 2011 | inhibition, % at 10 µM | 360,000 compounds, 0.22% hits | Multiplex microsphere protease cleavage assay; in the data active = inhibition above about 35%, passing the limit was not always enough; inconclusive = no clear call, values can overlap the other calls; also: plate controls were buffer without enzyme for full effect and enzyme alone for no effect
The depositor's hits bear a star; ? = inconclusive; / = not tested or not shown. Rule as the data show it, unless noted: active = inhibition above about 30%; inconclusive = no clear call, values can overlap the other calls; inactive = below that. The order is random; any-hit rate near 4.7%.

#1 CCCCCCCCC(c1nc2cc(C)c(C)cc2[nH]1)n1c(=O)c(-c2ccccc2Br)nc2ccccc21 (stereo unspecified)
#2 CCCCCC(=O)N=Nc1c(O)[nH]c2ccc([N+](=O)[O-])cc12
#3 CN1CCN(CC(=O)N2c3ccccc3C(C)(c3ccccc3)CC2(C)C)CC1 (stereo unspecified)
#4 COCCNC(=S)N/N=C/c1ccc(-c2ccc([N+](=O)[O-])cc2)o1
#5 O=C(/C=C/c1cccs1)Nc1ccc(Br)cn1
#6 COc1cccc(C=Nc2cccc3c(=O)[nH][nH]c(=O)c23)c1O
assay / entry	1	2	3	4	5	6
GDH-TPI counter	/	7	3	32*	23	1
PfHsp40 yeast	/	0.1	-1.6	0.7	1.2	-1.5
Mtb BioA inh	-7.6	/	/	-0.8	/	/
BoNT A protease	28	-1.4	1.1	3.4	-0.1	-1.2
Mtb UGM inh	/	1.6	3.5	-1.0	1.1	-3.3
Mtb FBA inh	1	4	4	-8	-3	6
Anthrax LF prot	16	0	-1	6	-2	-1
FadD28 binding	0.1	-0.7	-0.6	-0.3	-0.2	-0.7
BoNT-F LC inh	7	-25	12	-8	-5	-8

#7 COc1ccc(NC(=O)COc2nc(N(C)C)nc(N(C)C)n2)cc1
#8 Cc1ccc(C)c(S(=O)(=O)N2CCN(C(C)C(=O)Nc3ccccc3-c3ccccc3)CC2)c1 (stereo unspecified)
#9 CN(C(=O)CSc1nc2cc(C(=O)O)ccc2c(=O)n1Cc1ccccc1)C1CCS(=O)(=O)C1 (stereo unspecified)
#10 Cc1nn(CCC(=O)NNC(=S)Nc2cccc(Cl)c2)c(C)c1[N+](=O)[O-]
#11 NC(=O)CN1C(=O)C(O)(CC(=O)c2ccccc2O)c2ccccc21 (stereo unspecified)
#12 COc1ccc(Cc2nnc(SC(C)C(=O)Nc3ccc(C(N)=O)cc3)o2)cc1 (stereo unspecified)
assay / entry	7	8	9	10	11	12
GDH-TPI counter	13	6	4	-10	6	-2
PfHsp40 yeast	0.1	-1.5	0.2	-0.6	-0.5	0.7
Mtb BioA inh	-0.7	/	/	0.9	-1.6	/
BoNT A protease	0.2	-0.4	-0.3	-1.8	-0.2	/
Mtb UGM inh	-0.4	0.2	0.4	-1.4	1.5	0.7
Mtb FBA inh	-9	1	1	-2	6	0
Anthrax LF prot	3	-3	-1	3	-5	/
FadD28 binding	-1.2	-1.4	-2.3	-3.5	-1.1	-2.3
BoNT-F LC inh	13	-2	0	-5	3	/

4 entries from above in another layout.
[11] NC(=O)CN1C(=O)C(O)(CC(=O)c2ccccc2O)c2ccccc21 (stereo unspecified)
  GDH-TPI counter = 6; PfHsp40 yeast = -0.5; Mtb BioA inh = -1.6; BoNT A protease = -0.2; Mtb UGM inh = 1.5; Mtb FBA inh = 6; Anthrax LF prot = -5; FadD28 binding = -1.1; BoNT-F LC inh = 3

[12] COc1ccc(Cc2nnc(SC(C)C(=O)Nc3ccc(C(N)=O)cc3)o2)cc1 (stereo unspecified)
  GDH-TPI counter = -2; PfHsp40 yeast = 0.7; Mtb BioA inh = /; BoNT A protease = /; Mtb UGM inh = 0.7; Mtb FBA inh = 0; Anthrax LF prot = /; FadD28 binding = -2.3; BoNT-F LC inh = /

[9] CN(C(=O)CSc1nc2cc(C(=O)O)ccc2c(=O)n1Cc1ccccc1)C1CCS(=O)(=O)C1 (stereo unspecified)
  GDH-TPI counter = 4; PfHsp40 yeast = 0.2; Mtb BioA inh = /; BoNT A protease = -0.3; Mtb UGM inh = 0.4; Mtb FBA inh = 1; Anthrax LF prot = -1; FadD28 binding = -2.3; BoNT-F LC inh = 0

[10] Cc1nn(CCC(=O)NNC(=S)Nc2cccc(Cl)c2)c(C)c1[N+](=O)[O-]
  GDH-TPI counter = -10; PfHsp40 yeast = -0.6; Mtb BioA inh = 0.9; BoNT A protease = -1.8; Mtb UGM inh = -1.4; Mtb FBA inh = -2; Anthrax LF prot = 3; FadD28 binding = -3.5; BoNT-F LC inh = -5

Next section.
#13 COc1ccc(C)cc1NC(=O)CN1CCN(c2ccccn2)CC1
#14 Cc1cccc(Nc2cc(=O)[nH]c(=O)[nH]2)c1C
#15 COc1ccc(OC)c(NC(=O)C2(C)CCN2Cc2ccccc2Cl)c1 (stereo unspecified)
#16 CNS(=O)(=O)c1cccc(C(=O)OC2CCOC2=O)c1 (stereo unspecified)
#17 CCC1(c2ccc(C)cc2)NC(=O)N(C(C)C(=O)Nc2ccc(N3CCOCC3)cc2)C1=O (stereo unspecified)
#18 COc1ccc(/C=N\NS(=O)(=O)c2ccc(Br)cc2)cc1COc1ccccc1[N+](=O)[O-]
assay / entry	13	14	15	16	17	18
GDH-TPI counter	-3	7	15	-3	5	7
PfHsp40 yeast	3.2	-1.5	/	-0.2	-0.2	-0.2
Mtb BioA inh	3.8	/	-0.1	-0.6	-2.0	-0.5
BoNT A protease	3.0	2.2	-0.5	1.4	0.1	0.6
Mtb UGM inh	-0.4	-2.3	/	-0.1	-0.5	-1.1
Mtb FBA inh	3	0	2	0	2	-7
Anthrax LF prot	7	5	-11	1	-4	0
FadD28 binding	-2.5	-3.3	-2.0	-2.5	-0.4	0.8
BoNT-F LC inh	24	20	-8	3	-15	0

#19 O=C(c1cccc(Br)c1)N1CCCc2ccccc21
#20 O=C(Nc1cnccn1)c1ccc(F)cc1Cl
#21 Cn1c(=O)c2cc(NC(=O)CCc3ccc4c(c3)OCO4)ccc2n1Cc1ccc(F)cc1
#22 O=C(NCCNc1ccnc2cc(Cl)ccc12)c1ccccc1F
#23 O=C1C=CC(=O)N1c1ccc(O)cc1
#24 CC(c1ccccc1)C1CC(=O)N(c2ccccc2)C1=O (stereo unspecified)
assay / entry	19	20	21	22	23	24
GDH-TPI counter	-8	-7	5	43*	4	-6
PfHsp40 yeast	0.8	-1.1	/	0.8	?	0.9
Mtb BioA inh	-0.4	1.1	-2.1	1.4	/	-1.6
BoNT A protease	-0.6	-2.3	-0.3	-0.6	-1.2	3.9
Mtb UGM inh	0.8	2.3	/	0.3	-1.6	1.1
Mtb FBA inh	0	0	85*	6	0	-1
Anthrax LF prot	-15	9	-4	-5	-4	3
FadD28 binding	-3.7	1.9	-1.1	-1.9	-21	0.5
BoNT-F LC inh	17	24	-5	-11	-6	0

#25 CCCCN(C)CCNC(=O)c1cc2c(=O)[nH]c3ccccc3c2n1C
#26 O=C(c1ccccc1O)N1N=C(c2ccccc2)CC1(O)C(F)(F)F (stereo unspecified)
#27 O=C(Nc1cc(Cl)ccc1Cl)c1ccc(-c2ccccc2)cc1
#28 Cc1cc(C(=O)COC(=O)c2cccc(O)c2)c(C)n1C1CC1
#29 Cc1cc(OCC(O)CN2CCCC2)cc(C)c1Cl (stereo unspecified)
#30 CCCCC(CC(O)COCC(C)C)C(=O)NNC(=S)Nc1ccccc1 (stereo unspecified)
assay / entry	25	26	27	28	29	30
GDH-TPI counter	5	3	3	7	9	3
PfHsp40 yeast	-0.6	0.1	0.5	-1.4	-2.0	0.1
Mtb BioA inh	-0.3	/	/	-0.9	-0.6	1.0
BoNT A protease	-2.5	-0.4	-0.3	1.5	-25	-0.2
Mtb UGM inh	1.5	3.0	1.4	-1.2	-3.1	1.7
Mtb FBA inh	14	-4	0	6	1	0
Anthrax LF prot	1	0	0	6	-8	1
FadD28 binding	-0.6	-1.5	-3.0	-1.5	-0.2	-1.1
BoNT-F LC inh	-7	-7	-5	13	-43	-3

#31 O=C(O)/C(=C\c1ccc(Cl)c([N+](=O)[O-])c1)c1ccc(S(=O)(=O)N2CCCCC2)s1
#32 Cc1cccc2cc3c(NC(=O)C(C)(C)C)nn(CC(C)C)c3nc12
#33 O=C(c1cc2nc(-c3ccc(F)cc3)cc(C(F)(F)F)n2n1)N1CCOCC1
#34 CC(C)c1ccc(S(=O)(=O)N2CCN(CC(=O)Nc3ccc4c(c3)OCO4)CC2)cc1
#35 Cc1nn(C)c(C)c1S(=O)(=O)NC1CCCC1
#36 C=CCNC(=O)c1csc(-c2ccccc2)n1
assay / entry	31	32	33	34	35	36
GDH-TPI counter	4	-1	5	3	7	-14
PfHsp40 yeast	-0.7	-1.0	-0.5	3.5	-1.1	-1.0
Mtb BioA inh	/	1.3	-1.0	0.5	-1.0	2.1
BoNT A protease	-1.0	5.5	0.0	0.2	0.5	0.7
Mtb UGM inh	7.6	2.9	2.1	0.6	-0.8	-1.9
Mtb FBA inh	2	19	7	0	-1	6
Anthrax LF prot	-6	20	-7	0	3	1
FadD28 binding	1.1	-1.3	-1.3	-0.8	-1.4	-0.2
BoNT-F LC inh	-4	1	3	1	24	2

#37 CC1CCCC(NC(=O)COC(=O)CCC(=O)c2ccc(F)cc2)C1C (stereo unspecified)
#38 CCN1CCC(n2nccc2NC(=O)c2ccccc2Cl)CC1
#39 Brc1cccc(OCCN2CCCCC2)c1
#40 CC(C)=N/N=C(/c1ccc([N+](=O)[O-])cc1)C12CN3CN(CN(C3)C1)C2
#41 CCC(=O)Nc1ccc(C(=O)NNC(=O)C2CCCCC2)cc1
#42 CC(C)C1Nc2ccc(C(=O)NC3CCCCC3)cc2NC1=O (stereo unspecified)
assay / entry	37	38	39	40	41	42
GDH-TPI counter	-3	5	7	9	4	-2
PfHsp40 yeast	1.0	-0.7	-1.4	-1.0	0.0	0.4
Mtb BioA inh	0.6	-3.6	/	/	-0.7	/
BoNT A protease	-0.1	0.6	0.8	-0.1	-0.7	-1.5
Mtb UGM inh	-1.9	0.8	1.1	-1.6	-0.4	0.5
Mtb FBA inh	-2	5	0	0	0	2
Anthrax LF prot	0	0	0	0	-4	7
FadD28 binding	-4.3	-2.4	-2.7	0.6	-0.1	-2.8
BoNT-F LC inh	0	8	1	-7	-3	0

#43 COc1cccc(S(=O)(=O)NCc2ccc(C(=O)N3CCN(c4ccccc4OC)CC3)cc2)c1
#44 O=C(CS(=O)(=O)c1ccc(Cl)c(Cl)c1)Nc1ccccc1Cl
#45 Cc1ccc(C(=O)NCCCN2CCOCC2)cc1S(=O)(=O)N1CCCCC1
#46 Cc1cccnc1C(c1ccc(F)cc1)N(C)C(=O)C1CCN(CCCOc2ccc(F)cc2)CC1 (stereo unspecified)
#47 CN1C(=O)c2ccc(C(=O)Nc3nccs3)cc2C1=O
#48 CC1(Cc2ccc(OC(F)(F)F)cc2)C(=O)Nc2ccc(OC(F)(F)F)cc21 (stereo unspecified)
#49 CC(C)OC(=O)CSc1nnc(-c2ccc(C(C)(C)C)cc2)n1N
#50 CCCCN1C(=O)C(CC(=O)NCc2cccs2)CC(C(=O)N2CCOCC2)=C1C (stereo unspecified)
#51 CC(=O)CC(=O)NC1CCc2ccccc21 (stereo unspecified)
assay / entry	43	44	45	46	47	48	49	50	51
GDH-TPI counter	12	2	-2	-1	12	7	14	0	11
PfHsp40 yeast	1.1	-0.1	-0.4	/	-0.3	/	-0.7	/	-0.3
Mtb BioA inh	-3.0	/	0.1	1.0	/	24	-4.6	/	/
BoNT A protease	2.5	0.4	-5.2	0.1	-0.9	-0.7	2.5	-0.4	-0.1
Mtb UGM inh	-1.0	1.2	/	/	0.0	/	0.4	/	/
Mtb FBA inh	3	3	-2	-1	3	-4	1	0	3
Anthrax LF prot	-1	-2	0	-5	-1	4	-1	3	4
FadD28 binding	-0.4	-0.9	-3.0	-0.9	-0.9	-3.0	0.5	-1.0	-2.2
BoNT-F LC inh	-4	4	-11	-7	2	-4	-23	-1	5

Screening data: PubChem BioAssay, several laboratories
